# S100A4 MyoIIA = blocks human S100A4 binding to myosin IIA peptide; P26447; S100A4/TAMRA-MyoIIA peptide fluorescence polarization; inhibition, % at 10.7 µM; 360,000 tested, 0.14% active;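 active means mean inhibition of at least 70% across replicates, with every replicate also reaching that level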
# Target sequence (P26447 whole entry, looked up): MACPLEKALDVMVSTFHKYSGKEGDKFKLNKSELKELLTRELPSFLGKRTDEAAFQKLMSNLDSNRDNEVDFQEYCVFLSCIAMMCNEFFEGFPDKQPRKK
#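 incubation = readout 5 min after mixing, signal stable up to 60 min | system = S100A4 monomer protein | buffer or medium = HEPES pH 7.2 with CaCl2, KCl, NaCl, DTT, Triton | benchmarks = neutral control DMSO, positive control TFP | also added = fluorescent myosin IIA peptide, 5 nM | compound dosing = one concentration per compound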
# EWS-Fli block = inhibitors of EWS/Fli oncoprotein transcriptional activity; inhibition, % at 12.6 µM; 350,000 tested, 0.67% active; A673 NR0B1-luciferase reporter, viability-normalised; AID 651661;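 active means mean inhibition of at least 50% after viability correction, with every replicate also passing that limit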;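 further: firefly luciferase signal divided by Alamar Blue viability fluorescence both relative to DMSO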
# FN deposit inh = fibronectin deposition inhibition; AH1F fibroblasts, Alexa488-fibronectin deposition fluorescence, overnight; inhibition, % at 12.6 µM; 350,000 tested, 0.086% active; AID 743247;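 active means mean inhibition across replicates of 30% or more, regardless of how many single replicates reach that level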;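 further: positive control wells lacked labelled fibronectin entirely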
#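 Schedule: 1 h cell adhesion before compound, then overnight fibronectin incubation; test system: AH1F fibroblast monolayer depositing Alexa488-labelled fibronectin into matrix; quantity: 10000 AH1F cells per well; probe or stimulus: fluorescent fibronectin at 24 nM final; signal: fluorescence, ex 485 nm, em 525 nm; evaluation: percent inhibition as loss of matrix-bound fibronectin fluorescence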
# LGR2 antag = inhibitors of bursicon-induced Drosophila LGR2 receptor cAMP signaling. 380,000 tested, 0.35% active. inhibition, % at 9.99 µM. HEK293 LGR2, CRE-luciferase, bursicon-stimulated, 4 h;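 active means drop in luminescence signal, shown as inhibition above about 50% in the replicate tests, limit read from the data, passing the limit was not always enough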;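 further: agonist challenge used bursicon conditioned medium at about half maximal strength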
# PAX8 reporter = PAX8 transcriptional activity inhibition; inhibition, % at 12.6 µM; RMG-I TPO-luciferase reporter, SteadyGlo, 24 h; 360,000 tested, 1.2% active;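 active means mean replicate inhibition at least 60% with every replicate also reaching 60%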;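 further: luciferase light reporting Pax8 driven TPO promoter activity; plate controls were median of neutral control wells for no effect and mitoxantrone controls for full effect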
# PGC1a acetyl inh = lowers PGC1a acetylation signal in U2OS cells; 350,000 tested, 0.17% active; inhibition, % at 15.6 µM; AlphaScreen anti-acetyl-lysine; with virally co-expressed GCN5 acetyltransferase; AID 651687;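 active means every replicate shows inhibition of at least 40%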;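 further: 0% = neutral control wells and 100% = positive control wells; some results beyond the cut were filed as inactive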
# ERAP1 HTS inh = blocks human ERAP1 aminopeptidase activity; recombinant ERAP1, Leu-AMC fluorescence, 60 min; inhibition, % at 10.7 µM; 340,000 tested, 0.15% active; AID 652197;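 active means mean replicate inhibition of at least 30%, or all replicates individually reaching that 30% level; inactive means mean below 30% and not every replicate reaching it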;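 further: 0% = neutral control wells and 100% = L-leucinethiol positive control wells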
# Target sequence (Q9NZ08 whole entry, looked up): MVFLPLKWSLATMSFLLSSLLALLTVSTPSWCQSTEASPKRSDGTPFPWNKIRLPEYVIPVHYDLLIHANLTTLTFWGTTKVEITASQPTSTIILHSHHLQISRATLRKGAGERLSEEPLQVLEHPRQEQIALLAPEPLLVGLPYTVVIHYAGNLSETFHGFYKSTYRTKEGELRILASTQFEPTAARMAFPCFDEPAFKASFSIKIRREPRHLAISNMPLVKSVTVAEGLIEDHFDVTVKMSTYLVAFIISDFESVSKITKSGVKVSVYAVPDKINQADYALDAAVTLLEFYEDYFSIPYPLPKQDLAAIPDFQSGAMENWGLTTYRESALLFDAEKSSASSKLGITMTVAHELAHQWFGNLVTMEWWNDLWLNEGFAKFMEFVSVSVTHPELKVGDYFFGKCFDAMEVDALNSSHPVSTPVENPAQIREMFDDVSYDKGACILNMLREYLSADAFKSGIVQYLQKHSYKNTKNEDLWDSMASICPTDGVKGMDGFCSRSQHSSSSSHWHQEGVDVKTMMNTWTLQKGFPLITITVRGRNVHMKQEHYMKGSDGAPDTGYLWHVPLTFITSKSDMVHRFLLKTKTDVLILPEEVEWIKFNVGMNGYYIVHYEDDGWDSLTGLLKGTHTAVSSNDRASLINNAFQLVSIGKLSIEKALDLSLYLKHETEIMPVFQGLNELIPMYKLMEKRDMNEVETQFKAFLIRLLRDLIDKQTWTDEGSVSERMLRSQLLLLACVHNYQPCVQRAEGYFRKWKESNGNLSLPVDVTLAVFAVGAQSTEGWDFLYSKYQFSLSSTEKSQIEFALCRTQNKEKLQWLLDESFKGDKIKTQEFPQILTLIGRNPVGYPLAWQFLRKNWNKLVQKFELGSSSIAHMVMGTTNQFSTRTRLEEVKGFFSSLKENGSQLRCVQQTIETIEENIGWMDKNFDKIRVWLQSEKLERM
# PglD inh = PglD (C. jejuni) enzyme inhibition. purified PglD enzyme, DTNB colorimetric CoA detection. inhibition, % at 12.5 µM. 360,000 tested, 0.098% active; in the data active means inhibition above about 16%, passing the limit was not always enough; further: strong numbers were not always called active
# * hit, by the source's call; x = not tested or not shown.
SMILES,S100A4 MyoIIA,EWS-Fli block,FN deposit inh,LGR2 antag,PAX8 reporter,PGC1a acetyl inh,ERAP1 HTS inh,PglD inh
CC1=C(C#N)C(NC(=O)c2ccco2)(C(F)(F)F)C(=O)N1 (centres undefined),1,2,x,12,x,5,2,-5
Cc1cc(C)c(NC(=O)c2ccccc2N(C)S(C)(=O)=O)c(C)c1,4,-3,x,6,x,-1,1,2
CNC[C@@H]1Oc2c(NS(=O)(=O)c3ccc(C)cc3)cccc2C(=O)N([C@@H](C)CO)C[C@H]1C,4,5,x,9,-14,6,0,7
CCOC(=O)C1=C(C)NC(=O)NC1c1ccccc1OCc1c(F)cccc1Cl (centres undefined),x,x,0,x,17,-2,x,-2
CCCC#Cc1ccc2c(c1)O[C@H](CN(C)C(=O)NC(C)C)[C@H](C)CN([C@@H](C)CO)S2(=O)=O,0,-6,-4,-40,x,-6,0,1
O=C(Nc1ccc(-c2cn3ccsc3n2)cc1)C1CC1,x,x,1,x,-110,-8,x,9
CC(=O)Nc1nc2cc(N)ccc2s1,-7,-17,0,-5,-2,-2,-3,-5
CCC(CC)COC(=O)C1=C(C)NC(=O)NC1c1cc(OC)ccc1OC (centres undefined),-12,6,-1,4,-42,10,4,-3
CCOC(=O)C1=CCN(S(=O)(=O)c2ccccc2Cl)C1c1cccc(Cl)c1 (centres undefined),-4,0,5,2,24,-32,-1,3
CCOc1ccc(NC(=O)CSc2nnnn2C2CCCC2)cc1,54,-5,2,-3,-7,-10,-2,0
CCN(Cc1ccccc1)c1c(C(=O)O)cnc2c1cnn2C,1,5,6,11,-7,2,1,x
COc1ccc2[nH]c(C)c(CCN3C(=O)C4CC=CCC4C3=O)c2c1 (centres undefined),-1,-18,2,2,-4,3,0,2
C/C(=N\Nc1nncc2ccccc12)c1ccc(O)cc1,1,4,9,0,-58,5,-3,-7
CC1CCCCC1NC(=O)CN1c2cccc3cccc(c23)S1(=O)=O (centres undefined),-4,-2,1,12,-12,-1,0,x
O=C(O)CCC(=O)OCCCc1cc2ccccc2c(=O)o1,-7,5,5,2,25,11,0,-4
CN(CC(=O)Nc1ccccc1Br)C(=O)c1ccccc1OCc1ccccc1Cl,-1,3,-1,7,23,-23,-1,1
CCc1noc(C)c1C(=O)Nc1cc(S(=O)(=O)N(CC)CC)ccc1N1CCCC1,-3,-2,7,-4,-22,x,2,-2
O=C(NCCc1nccs1)C1CCC(=O)N(CCc2ccc(Cl)cc2)C1 (centres undefined),-2,3,x,-5,11,x,-1,-3
CCn1c(SCC(=O)Nc2cccc(F)c2)nc2c(c1=O)SC(C)C2 (centres undefined),3,0,2,15,12,-13,0,-2
C[C@@H]1CN([C@@H](C)CO)C(=O)c2cc(-c3cncnc3)cnc2O[C@@H]1CN(C)C(=O)Cc1ccccc1,1,5,x,6,-18,-1,1,5
Cn1c(N)c(Sc2ccc([N+](=O)[O-])cc2)c(=O)n(C)c1=O,0,3,3,-4,-5,x,1,4
O=C(NC(=S)Nc1ccc(Br)c(Cl)c1)C1CC1,7,6,7,-1,-34,x,4,-1
O=C(CN1CCOCC1)NCC[C@H]1CC[C@H](NC(=O)Nc2ccc(C(F)(F)F)cc2)[C@H](CO)O1,0,-3,7,5,7,-9,-2,0
COc1cccc(CC2(CO)CCCN(C/C=C/c3ccccc3OC)C2)c1 (centres undefined),-8,11,1,0,5,-12,7,-1
COc1ccc(CCC2(C)NC(=O)NC2=O)cc1 (centres undefined),6,0,x,-17,x,4,-7,2
CN(C)CCNS(=O)(=O)c1ccc(N2CCc3ccccc32)c([N+](=O)[O-])c1,-2,x,-7,-4,17,-8,10,6
CC(OC(=O)/C=C/c1ccco1)C(=O)NC1CCCCC1 (centres undefined),38,8,-9,6,-5,2,0,-3
CCCOc1ccc(C(=O)NNC(=S)NC(=O)c2cc(-c3ccccc3)nc3ccccc23)cc1,x,x,-1,x,-23,-6,x,-2
CCOc1ccc2oc(-c3ccccc3)c(C(=O)O)c2c1,-10,x,5,x,x,1,x,7
O=C(CNC(=O)c1ccc(Cl)cc1Cl)Nc1ccc(F)cc1,3,6,4,-1,14,x,2,x
Oc1[nH]c2ccccc2c1N=Nc1ccccn1,3,-59,-2,-58,-68,-1,1,x
O=C(O)c1cc(N/N=C/c2c(O)ccc3ccccc23)ccc1Cl,5,-150,5,-132,-168,x,1,-3
CN(C(=O)c1cccc(NC(=O)Cc2ccc(NC(=O)C3CCCN(C(=O)C4CCCCC4)C3)cc2)c1)C1CCC1 (centres undefined),-1,-5,0,3,-9,-1,-1,-7
COC(=O)c1cc(CNC(=O)c2sccc2-c2ccccc2)ccc1OC,-11,-4,-3,1,11,5,0,-2
COc1ccccc1N(C)S(=O)(=O)c1ccc(C(=O)Nc2cccc(S(=O)(=O)N3CCOCC3)c2)cc1,-7,22,1,18,49,-8,-1,-1
C[C@H]1CN([C@@H](C)CO)S(=O)(=O)c2ccc(C#Cc3cccc(F)c3)cc2O[C@@H]1CN(C)C,4,-8,-2,12,x,-4,5,0
O=C(Nc1c(-c2ccccc2)[nH][nH]c1=O)c1ccc(Br)cc1,0,0,4,18,14,3,-1,-1
COC(=O)C[C@H]1C[C@@H]2c3cc(NS(=O)(=O)c4ccc(OC)cc4)ccc3O[C@@H]2[C@@H](CO)O1,x,3,-5,-8,12,-8,x,0
O=C(CSc1nc2nn(-c3ccccc3)c(=O)c-2c2n1CCCCC2)Nc1ccc(OC(F)F)cc1,-7,9,14,-4,12,1,1,-2
C[C@@H]1CN([C@@H](C)CO)C(=O)c2cc(C#Cc3cccc(F)c3)cnc2O[C@H]1CN(C)Cc1ccccn1,-14,10,8,1,x,-21,-1,5
Cc1ccc(NC(=O)C(c2ccccc2)N2CCN(CC(=O)N3CCOCC3)CC2)cc1 (centres undefined),-2,-44,15,x,-115,5,2,3
CCOc1cc(S(=O)(=O)NCCc2cccc(C)c2)c(OCC)cc1-n1cnnn1,x,x,-10,16,x,-14,x,0
O=C(CCS(=O)(=O)c1ccccc1)NNC(=O)COc1ccc(F)cc1,0,-1,-10,-1,-1,3,0,0
COc1cccc(NC(=O)CN(C)C(=O)c2c(C)nn(-c3ccccc3)c2Cl)c1,2,-9,1,-1,19,1,-2,2
O=C(Nc1ccccc1)Nc1ccccc1Br,-2,-62,2,-32,-64,7,2,x
Cc1ccc(NC(=S)N2CCC(NC(=O)c3cccc(F)c3)CC2)cc1,4,4,0,4,-13,x,0,-1
Cc1occc1C(=O)N/N=C/c1cccc2ccccc12,-9,-101,3,-68,-215,x,-4,-4
CCCN1CCN(C(=O)c2ccc(CS(=O)c3ccc(F)cc3)o2)CC1 (centres undefined),-3,x,2,-5,15,17,-5,-5
O=C(NC(=S)Nn1cnnc1)c1ccccc1Br,-5,2,13,10,-9,x,x,x
CC(C)NC(=O)N(C)C[C@@H]1Oc2c(NS(=O)(=O)c3ccc(Cl)cc3)cccc2C(=O)N([C@H](C)CO)C[C@H]1C,10,1,-7,-7,-28,-4,-3,-1
COc1cccc(-c2nc(=S)c3c(o2)CCCC3)c1,-1,-86,x,-4,-190,2,0,x
NC(=O)c1ccsc1NC(=O)c1ccc(S(=O)(=O)N2CCCCC2)cc1,-4,-100,4,-41,-66,-18,0,-4
CC(=O)N1CC[C@@H]2[C@H]1c1cc(-c3cccc(F)c3)ccc1N(C)[C@@H]2CO,1,-4,-5,19,17,6,1,1
Cc1nn(C(C)C(=O)NCc2ccc(Cl)cc2)c(=O)c2cc3occc3n12 (centres undefined),1,1,-5,-4,-6,7,-2,-3
COc1ccc(C(C)=O)cc1CSc1nc2cc(C(=O)O)ccc2c(=O)n1Cc1ccccc1,1,x,-4,-9,4,x,7,x
COc1ccccc1NS(=O)(=O)c1cc(NC(=O)C(C)C)ccc1N1CCCCC1,-4,-4,-5,2,-23,x,-1,x
Cc1ccc(C)c(-c2nc3ccc(N)cc3[nH]2)c1,x,x,-1,x,-41,0,x,9
CCCCOc1ccc(N(CC(=O)NCc2ccco2)C(=O)CCC(=O)Nc2nccs2)cc1,-6,9,9,-5,-6,8,-5,5
COc1ccccc1NS(=O)(=O)c1cccc(C(=O)NNC(=O)c2ccc(NC(C)=O)cc2)c1,4,-21,-3,16,16,2,1,0
CC(C)NC(=O)Nc1ccc2c(c1)C(=O)N([C@H](C)CO)C[C@H](C)[C@H](CN(C)S(=O)(=O)c1cn(C)cn1)O2,1,4,6,20,x,0,2,2

# Ten of the compounds above, with two lines to a compound:
# Below each compound – S100A4 MyoIIA | EWS-Fli block | FN deposit inh | LGR2 antag | PAX8 reporter | PGC1a acetyl inh | ERAP1 HTS inh | PglD inh
Cc1ccc(NC(=S)N2CCC(NC(=O)c3cccc(F)c3)CC2)cc1
  4 | 4 | 0 | 4 | -13 | x | 0 | -1
Cc1occc1C(=O)N/N=C/c1cccc2ccccc12
  -9 | -101 | 3 | -68 | -215 | x | -4 | -4
CCCN1CCN(C(=O)c2ccc(CS(=O)c3ccc(F)cc3)o2)CC1 (centres undefined)
  -3 | x | 2 | -5 | 15 | 17 | -5 | -5
O=C(NC(=S)Nn1cnnc1)c1ccccc1Br
  -5 | 2 | 13 | 10 | -9 | x | x | x
CC(C)NC(=O)N(C)C[C@@H]1Oc2c(NS(=O)(=O)c3ccc(Cl)cc3)cccc2C(=O)N([C@H](C)CO)C[C@H]1C
  10 | 1 | -7 | -7 | -28 | -4 | -3 | -1
COc1cccc(-c2nc(=S)c3c(o2)CCCC3)c1
  -1 | -86 | x | -4 | -190 | 2 | 0 | x
NC(=O)c1ccsc1NC(=O)c1ccc(S(=O)(=O)N2CCCCC2)cc1
  -4 | -100 | 4 | -41 | -66 | -18 | 0 | -4
CC(=O)N1CC[C@@H]2[C@H]1c1cc(-c3cccc(F)c3)ccc1N(C)[C@@H]2CO
  1 | -4 | -5 | 19 | 17 | 6 | 1 | 1
Cc1nn(C(C)C(=O)NCc2ccc(Cl)cc2)c(=O)c2cc3occc3n12 (centres undefined)
  1 | 1 | -5 | -4 | -6 | 7 | -2 | -3
COc1ccc(C(C)=O)cc1CSc1nc2cc(C(=O)O)ccc2c(=O)n1Cc1ccccc1
  1 | x | -4 | -9 | 4 | x | 7 | x

# Further compounds.
SMILES,S100A4 MyoIIA,EWS-Fli block,FN deposit inh,LGR2 antag,PAX8 reporter,PGC1a acetyl inh,ERAP1 HTS inh,PglD inh
CC(c1nccs1)N(C)C(=O)c1cn(Cc2cccc3ccccc23)nn1 (centres undefined),6,x,3,-47,-95,4,-4,-4
COc1cccc(-c2cnc3c(c2)C(=O)N([C@@H](C)CO)C[C@H](C)[C@H](CN(C)C(=O)CC2CC2)O3)c1,-3,-7,-6,7,x,5,1,-1
CCN1[C@@H]2c3ccc(-c4cccc(OC)c4)c(=O)n3C[C@@H]2[C@@H](CO)[C@@H]1C(=O)OC,22,-15,x,2,-2,x,x,-1
CN(C)C(CNC(=O)c1ccc2[nH]c(=O)c(=O)[nH]c2c1)c1ccco1 (centres undefined),1,-1,-4,4,-7,3,0,2
COc1ccc2nc(C)cc(N/N=C/c3cccc(OC)c3O)c2c1,-5,68*,-7,5,95*,13,-2,-10
Cc1nc2ccc(C(=O)Nc3cccc(OCC(=O)N(C)C)c3)cn2c1N(C)CC1CCCCC1,0,-7,-13,21,20,-9,8,-3
C[C@H](CO)N1C[C@H](C)[C@@H](CN(C)C(=O)Nc2ccccc2)Oc2ccc(NC(=O)Nc3cccc4ccccc34)cc2C1=O,4,11,x,-3,10,6,-14,-2
COc1cccc(/C=C/C(=O)N2CC(C)OC(C)C2)c1OC (centres undefined),-1,-9,9,-12,0,x,-2,-2
C[C@H](CO)N1C[C@H](C)[C@H](CN(C)C(=O)Nc2cccc3ccccc23)Oc2ncccc2C1=O,-2,-1,3,37,4,1,-1,-2

# Source: PubChem
